ELG1 DNA repair – qHTS screen for small molecules that inhibit ELG1-dependent DNA repair in human embryonic kidney (HEK293T) cells expressing luciferase-tagged ELG1. HEK293T ELG1-luciferase reporter, luminescence, 16 h; DNA damage induced by 5-fluorouridine. hit rate 2.3% among 330,000. AID 504467, 2011. Potency, µM (highest dose often 46.1 µM), inactives show at the highest dose activity change, negative = inhibition, most hits filed as inhibitors; further: potency means the concentration at half of the fitted maximal effect; on the % scale 0 is the no-effect control and ±100 the full control effect; nearly all actives have a fitted effect of over 55% in size
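Reporter activity after DNA damage by 5-fluorouridine is monitored. Compound-treated cells incubate 16 hr at 37 °C, then ONE-Glo is added for 30 min before luminescence reading.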
PKM2 activator – qHTS Assay for Activators of Human Muscle isoform 2 Pyruvate Kinase; Pyruvate kinase PKM (Homo sapiens), P14618; purified PKM2, Kinase-Glo ATP luminescence, activation; response scale: 0% is enzyme alone, no compound; Potency, µM (highest dose often 57.5 µM), for inactives: at the top dose activation, usual class: activators; hit rate 0.34% among 260,000; further: potency means the concentration at half of the fitted maximal effect; on the % scale 0 is the no-effect control and ±100 the full control effect; nearly all actives have a fitted effect of over 55% in size
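Kinase-Glo luminescence reports ATP generated from ADP (0.1 mM) and PEP (0.5 mM) by purified hPK-M2 after 1 h at room temperature, pH 7.2 imidazole buffer; intermediate enzyme activity allows detecting inhibitors and activators.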
NPC1 promoter act – qHTS Assay for NPC1 Promoter Activators. Huh7 NPC1 promoter luciferase reporter, 24 h. Potency, µM (series often up to 9.22 µM), without a hit: top-dose activation, hits mostly activators. hit rate 2.4% among 320,000;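 further: potency means the concentration at half of the fitted maximal effect; % of control where 0% means no effect; nearly all actives have a fitted effect of over 60% in size; reporter is driven by a mutant NPC1 promoter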
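Cells: Huh7 expressing luciferase under the NPC1 promoter, 1500/well. Seeded 2 h, compound added, incubated 24 h at 37 °C. Luciferase reagent, 10 min ambient, then luminescence.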
FLuc modulator – qHTS profiling assay for firefly luciferase inhibitor/activator using purifed enzyme and Km concentrations of substrates (counterscreen for miR-21 project); Luciferin 4-monooxygenase (Photinus pyralis), P08659; purified FLuc, Km substrates, luminescence inhibition; Potency, µM (series often up to 57.5 µM), without a hit: at the top dose activity change, negative = inhibition, hits mostly inhibitors; hit rate 6.9% among 360,000;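 further: potency means the concentration at half of the fitted maximal effect; plate controls were vehicle for no effect and reference inhibitor for full effect; nearly all actives have a fitted effect of over 55% in size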
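Biochemical qHTS of compounds, final roughly 60 µM downward over six points, against 10 nM purified firefly luciferase using Km concentrations of substrates (10 uM D-luciferin, 10 uM ATP) in Tris acetate pH 7.5 buffer; luminescence output.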
Rab9 promoter act – qHTS Assay for Rab9 Promoter Activators. Huh7 Rab9 promoter-luciferase reporter, luminescence, 24 h. Potency, µM (titrated, usually from 9.22 µM), inactives show at the highest dose activation, negative = inhibition, usual class: activators. hit rate 2.8% among 320,000; further: potency means the concentration at half of the fitted maximal effect; % of control where 0% means no effect; nearly all actives have a fitted effect of over 60% in size
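Rab9 promoter-driven luciferase in stably transfected Huh7 cells; 1500 cells/well rested 2 h, exposed to compound in DMSO for 24 h at 37 °C, 5% CO2. Luminescence read 10 min after adding luciferase reagent at ambient temperature.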
Menin-MLL TR inh – qHTS Assay for Inhibitors Targeting the Menin-MLL Interaction in MLL Related Leukemias: Competition With Texas Red Labeled MLL-derived Mutant Peptide; Potency, µM (doses to about 61.6 µM), for inactives: at the top dose FP activity change, negative = inhibition, hits mostly inhibitors; Menin + Texas Red MLL mutant peptide, fluorescence polarization; O00255; AID 1768, 2009; hit rate 0.23% among 270,000; active means well fitted inhibition curve with a large enough effect in the polarisation, with a control signal flat, not every such curve was filed as active; inconclusive means small, poorly fitted or top-dose-only effect, or effect the other way, or a change in a side signal; inactive means no such curve, though single readings can be large or run the other way; the % refers to the polarisation; further: potency means the concentration at half of the fitted maximal effect; % of control where 0% means no effect; many of its hits are not listed in these tables
VP16 counter – VP16 counterscreen qHTS for inhibitors of ROR gamma transcriptional activity; Drosophila S2 Gal4-VP16 UAS-luciferase, luminescence, 20 h; Potency, µM (top dose mostly 53.6 µM), without a hit: top-dose activity, negative = inhibition, hits mostly inhibitors; hit rate 3.5% among 310,000; AID 2546, 2010;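 further: Gal4-VP16 expression switched on by copper sulfate through the metallothionein promoter; potency means the concentration at half of the fitted maximal effect; on the % scale 0 is the no-effect control and ±100 the full control effect; nearly all actives have a fitted effect of over 50% in size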
MBNL1-CUG inh – qHTS Assay for Inhibitors of MBNL1-poly(CUG) RNA binding; Muscleblind-like protein 1 (Homo sapiens), Q9NR56; TR-FRET MBNL1-His/biotin-(CUG)12 binding, 665/545 ratio; Potency, µM (titrated, usually from 57.5 µM), for inactives: top-dose activity change, negative = inhibition, hits mostly inhibitors; hit rate 0.036% among 280,000; active means well fitted inhibition curve with a large enough effect in the signal ratio, with a control signal flat, not every such curve was filed as active; inconclusive means small, poorly fitted or top-dose-only effect, or effect the other way, or a change in a side signal; inactive means no such curve, though single readings can be large or run the other way; the % refers to the signal ratio; further: potency means the concentration at half of the fitted maximal effect; on the % scale 0 is the no-effect control and ±100 the full control effect
Target sequence (Q9NR56 whole entry, looked up): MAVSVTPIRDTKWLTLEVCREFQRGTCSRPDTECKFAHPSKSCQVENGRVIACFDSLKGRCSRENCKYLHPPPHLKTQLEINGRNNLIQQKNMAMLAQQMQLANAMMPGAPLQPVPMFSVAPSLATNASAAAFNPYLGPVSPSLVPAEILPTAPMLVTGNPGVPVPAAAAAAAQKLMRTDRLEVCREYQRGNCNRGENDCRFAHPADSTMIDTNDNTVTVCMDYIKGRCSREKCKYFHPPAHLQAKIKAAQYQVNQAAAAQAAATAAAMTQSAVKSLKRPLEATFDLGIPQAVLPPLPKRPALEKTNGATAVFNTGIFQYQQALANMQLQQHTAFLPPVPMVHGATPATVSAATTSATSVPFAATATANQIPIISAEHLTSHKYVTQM
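TR-FRET between His-tagged MBNL1 and biotin-(CUG)12 RNA, detected with Tb anti-His antibody (0.055 ng/ul) and streptavidin-XL665 (5 nM), 60 min at room temperature. Compounds titrated 92 nM to 58 uM; 665/545 nm ratio normalized to buffer and complex controls.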
RORgamma inh – qHTS for inhibitors of ROR gamma transcriptional activity; Nuclear receptor ROR-gamma (Mus musculus), P51450; Drosophila S2 Gal4-RORgamma UAS-luciferase reporter, 20 h; Potency, µM (titrated, usually from 53.6 µM), inactives show at the top dose activity change, negative = inhibition, hits mostly inhibitors; hit rate 5.4% among 310,000; further: potency means the concentration at half of the fitted maximal effect; on the % scale 0 is the no-effect control and ±100 the full control effect; nearly all actives have a fitted effect of over 60% in size
Target sequence (P51450 whole entry, looked up, the tested form may be a part): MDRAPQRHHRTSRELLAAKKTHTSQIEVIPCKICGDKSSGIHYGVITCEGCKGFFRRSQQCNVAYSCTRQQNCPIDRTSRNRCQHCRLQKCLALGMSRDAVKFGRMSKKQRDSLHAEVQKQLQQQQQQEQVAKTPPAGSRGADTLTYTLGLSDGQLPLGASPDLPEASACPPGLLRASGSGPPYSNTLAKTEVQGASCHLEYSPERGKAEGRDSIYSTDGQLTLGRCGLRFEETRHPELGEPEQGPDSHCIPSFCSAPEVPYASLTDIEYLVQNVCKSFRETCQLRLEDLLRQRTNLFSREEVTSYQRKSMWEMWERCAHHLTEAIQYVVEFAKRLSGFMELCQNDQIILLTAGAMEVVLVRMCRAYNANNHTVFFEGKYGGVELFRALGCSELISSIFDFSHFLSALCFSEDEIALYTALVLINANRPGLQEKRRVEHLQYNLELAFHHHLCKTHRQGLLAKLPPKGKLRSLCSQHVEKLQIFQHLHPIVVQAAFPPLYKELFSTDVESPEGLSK
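Luminescence from a UAS-regulated Photinus luciferase reporter in stably transfected Drosophila Schneider cells is measured; decreased signal marks ROR gamma inhibition. Fusion expression is induced by 700 uM copper sulfate for 20 hr.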
KCNH2 3.1 inh – qHTS for Inhibitors of KCHN2 3.1: Mutant qHTS. Potassium voltage-gated channel subfamily H member 2, brain isoform KCNH2 3.1 (human). U2OS KCNH2 3.1, thallium flux FluxOr; active compounds read low. activity change, % (tested at about 1.8 µM). hit rate 0.95% among 340,000. AID 720553, 2013;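 active means maximum activity change below -70%; inconclusive means maximum activity change from -70% to -50%; inactive means maximum activity change above -50%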;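 further: thallium influx rate constant from kinetic fluorescence after stimulation buffer; on the % scale 0 is the no-effect control and ±100 the full control effect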
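We transduce U2OS cells with the mutant 3.1 virus, culture them overnight, load FluxOr with Red40 quencher for 45 min, then add stimulation buffer and read kinetically for 2 min to derive a normalized rate constant.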
Mito fusion act – qHTS Assay for Small Molecule Inhibitors of Mitochondrial Division or Activators of Mitochondrial Fusion; S. cerevisiae fusion-defective mutant growth rescue, CellTiterGlo 48 h; Potency, µM (series often up to 46.1 µM), for the others: at the highest dose growth rescue (activation), most hits filed as activators; hit rate 0.23% among 320,000; AID 485298, 2010;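 further: potency means the concentration at half of the fitted maximal effect; % of control where 0% means no effect; nearly all actives have a fitted effect of over 45% in size; temperature-sensitive fusion mutants such as fzo1-1 at 37 °C on non-fermentable ethanol glycerol medium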
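Temperature-sensitive fusion-defective S. cerevisiae (e.g. fzo1-1, mgm1-5) were grown with compound in YPEG medium (3% ethanol, 3% glycerol) for 48 hours at 37C. Growth rescue was measured as viability by CellTiterGlo luminescence after 10 minutes at ambient.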
Starred values were filed as active, the others as inactive; ? = inconclusive; . = no result given; & = joins results of further samples; [ ] = another dose, or the depositor's remark. Unless noted, the call rests on the fitted dose curve; in most records, active means well fitted curve in the direction sought with a large enough effect; inconclusive means small, poorly fitted or top-dose-only effect, or another doubt; inactive means no such curve, though single readings can be large; an effect the other way counts as inactive or inconclusive. Not all compounds are listed; rates above refer to the full screens.

SMILES | ELG1 DNA repair | PKM2 activator | NPC1 promoter act | FLuc modulator | Rab9 promoter act | Menin-MLL TR inh | VP16 counter | MBNL1-CUG inh | RORgamma inh | KCNH2 3.1 inh | Mito fusion act
CC(=O)[C@@H]1[C@@H]2C(=O)N(C3CCCCC3)C(=O)[C@@H]2C2c3ccccc3C=CN21 (some centres undefined) | 0% | 2% | 0% | -7% | 0% | ? | 3% | 18% | -19% | . | -7%
Cc1nc(NC(CC(C)C)C(=O)O)c2nc(C)oc2n1 (centres undefined) | 8% | -13% | -4% | -3% | -1% | 0% | -2% | -12% | ? | -3 | 0%
CC(=O)c1c(C)c[nH]c1C | 10% | -3% | -1% | 0% | 0% | 5% | -2% | -5% | 10% | 6 | 0%
Cc1cccc(NC(=O)Nc2ccc(Cl)c(Cl)c2)n1 | ? | 2%[11.5 µM] | ? | 2.4µM* | ? | -24% | -22% | -16% | ? | 1 | 0%
COc1ccc(-n2cc(CNCCCn3ccnc3)c(-c3cccc(F)c3)n2)cc1 | -3% | 3% | -2% | ? | -11% | ? | 32µM* | 1% | 11µM* | -5 | -4%
CN(C)/N=C/c1ccc(OS(=O)(=O)c2ccccc2)cc1 | ? | -1% | 3.5µM* | 21µM* | 2.8µM* | 23% | -13% | -6% | 15% | -1 | 1%
CNc1oc(-c2ccco2)nc1C#N | 7% | 0% | -2% | 2% | -2% | 4% | 14% | 10% | 1% | 12 | -3%
O=C(/C=C/Nc1ccccc1)c1ccc(Cl)cc1Cl | ? | 0%[11.5 µM] | 0.35µM* | 0.38µM* | 0.5µM* | -7% | ? | ? | ? | 42 | -4%
O=C(N[C@@H](CO)C(=O)NCc1ccccc1)c1ccc(C(F)(F)F)cc1 | 2% | -4% | 1% | -1% | 1% | 16% | 18% | 0% | 7% | 8 | -7%
CCN1CCN(CC(=O)c2cc(OC)c(OC)c(OC)c2)CC1 | 11% | 4% | -15% | -2% | 3% | 10% | 0% | . | -25% | 0 | 6%
Cc1cc(/C=C2\SC(N)=NC2=O)c(C)n1-c1ccccc1 | ? | 2% | 1.4µM* | 0.38µM* | 2.8µM* | -25% | -22% | 12% | -10% | 0 | 2%
CN1CCN(Cc2c(C(=O)N/N=C/c3cccc(Br)c3)nnn2-c2nonc2N)CC1 | 6% | -1% | -2% | 0% | 8% | 10% | ? | ? | ? | -45 | 0%
CCc1c(C(=O)N/N=C/c2sccc2C)nnn1-c1nonc1N | ? | -3% | 2% | ? | 4% | ? | 10µM* | -3% | 10µM* | 15 | -2%
CCOC(=O)c1cccc(COC(=O)c2cccc(-c3nnc(-c4ccccc4)o3)c2)c1 | ? | 0% | 2µM* | 11µM* | 1.3µM* | 2% | -29% | -3% | -5% | 11 | -3%
COc1ccc(OC)c(C2=NS(=O)(=O)N(C)C(C(=O)Nc3ccc(C(C)=O)cc3)=C2)c1 | ? | 3%[0.46 µM] | -2% | -3%&-13% | -4% | ? | ? | ? | ? | -8 | 1%
CC(/C=C/c1ccccc1)=N\NC(=O)CNC(=O)c1ccccc1Cl | -9% | 1% | 1% | 3% | 0% | 6% | 6% | 29% | 3% | 2 | 3%
Cc1ccc2c(c1)N(CCC(=O)NC1CCCCC1)C(=O)CO2 | 10% | -8% | -1% | -1% | -6% | -1% | ? | -10% | 21% | 10 | -23%
Cc1ccc(C)c(NNC(=O)C(=O)NNc2cc(C)ccc2C)c1 | 1% | 0% | -4% | -3% | 1% | . | -1% | . | -4% | 8 | -1%
Oc1cccc(/C=N\Nc2nncc(-c3ccccc3)n2)c1 | ? | -19% | ? | ? | ? | ? | ? | ? | -6% | -1 | 13%
CC(=O)c1ccc(NC(=S)N2CCC(O)CC2)cc1 | 13% | 4% | 0% | 0% | -2% | 12% | 5% | -11% | 43% | -1 | -1%
COC(=O)c1ccc(CSc2nnc(CNC(=O)c3cccs3)o2)o1 | -1% | 0% | 1% | 7% | 2% | . | 1% | -20% | 26% | 26 | -7%
Cc1ccc(C(=O)NNC(=O)C2CCN(S(=O)(=O)c3ccc(Cl)cc3)CC2)cc1 | 5% | 2% | 4% | 0% | -1% | 1% | ? | -1% | 21% | -1 | -2%
CC(C)C[C@@H](CN(N=O)[C@@H](Cc1ccccc1)CN(C)N=O)N(CCc1ccccc1)N=O | -4% | -2% | 2% | 0% | 1% | -1% | 7% | 2% | 18% | . | -1%
COc1ccc(C2=NS(=O)(=O)N(C)C(C(=O)N3CCCCC3)=C2)cc1 | 7% | -3% | 2% | 0% | 0% | -9% | -5% | 14% | 15% | 1 | 0%
COc1ccccc1CNC(=O)CCC(=O)N1CCOc2ccc(C)cc21 | 0% | 3% | 1% | 1% | -2% | -1% | 7% | -5% | 21% | -7 | 0%
Continuation:
SMILES | ELG1 DNA repair | PKM2 activator | NPC1 promoter act | FLuc modulator | Rab9 promoter act | Menin-MLL TR inh | VP16 counter | MBNL1-CUG inh | RORgamma inh | KCNH2 3.1 inh | Mito fusion act
COc1ccc(CCc2nnc(CCC(=O)NCC3CCCO3)o2)cc1 (centres undefined) | 15% | . | -4% | -2% | -2% | -12% | -1% | 0% | -10% | -11 | 6%
COCC(C)NC(=O)NC(=O)c1ccc(Cl)cc1 (centres undefined) | ? | 1% | 0% | -4% | -4% | -7% | 22% | 2% | 24% | -3 | 0%
CC1(C)CC(=O)C=C(Nc2ccccc2NC(=O)c2cnccn2)C1 | 2% | ? | 1% | 0% | -1% | 7% | 4% | -8% | -40% | -5 | 0%
CN1CCN(CCCNC(=O)Cn2nc(-c3ccccc3)ccc2=O)CC1 | 12% | -2% | 14% | 5% | -1% | 13% | 27% | 15% | -13% | 0 | -4%
CSc1nc(N)nc(SCC(=O)c2ccc(C)cc2)c1C#N | 13% | 2% | ? | -5% | ? | ? | 5% | 108%[activator] | -10% | -3 | 5%
Nc1nc(NCCO)nc(N2CCCCCC2)c1[N+](=O)[O-] | -2% | . | -5% | -2% | 16% | 13% | 2% | 3% | 13% | -1 | 1%
CC(Oc1cccc2c1OC(C)(C)C2)C(=O)O (centres undefined) | -7% | -24% | -1% | 2% | -3% | -8% | -2% | 9% | -24% | -3 | -6%
Cc1ccc(S(=O)(=O)N(C)c2ccc(C(=O)NCc3cccnc3)cc2)cc1 | -7% | 13% | 2% | -2% | 16% | . | -6% | -3% | 1% | 10 | 1%
Cc1cccc(NC(=O)c2cccc(S(=O)(=O)N(C)c3ccccc3)c2)n1 | -13% | . | 12% | ? | 0% | . | . | . | . | -3 | 17%

Just VP16 counter, MBNL1-CUG inh and RORgamma inh, for some of the entries so far:
Structure | VP16 counter | MBNL1-CUG inh | RORgamma inh
CC1(C)CC(=O)C=C(Nc2ccccc2NC(=O)c2cnccn2)C1 | 4% | -8% | -40%
CN1CCN(CCCNC(=O)Cn2nc(-c3ccccc3)ccc2=O)CC1 | 27% | 15% | -13%
CSc1nc(N)nc(SCC(=O)c2ccc(C)cc2)c1C#N | 5% | 108%[activator] | -10%
